# Screening data as filed in PubChem BioAssay.
# AmpC inh detg: blocks E. coli AmpC beta-lactamase in detergent assay; Potency, µM (highest dose often 114 µM), without a hit: top-dose activity change, negative = inhibition, hits mostly inhibitors; AmpC hydrolysis of nitrocefin, absorbance 480 nm, 0.01% Triton; P00811; 0.041% of 370,000 active;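 also: potency is read from the fitted curve at half-maximal effect; 0% = no-compound wells and -100% = no-enzyme wells; nearly all actives have a fitted effect of over 25% in size; some results filed as inactive show a strong effect at the top dose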
# Target sequence (P00811 whole entry, looked up): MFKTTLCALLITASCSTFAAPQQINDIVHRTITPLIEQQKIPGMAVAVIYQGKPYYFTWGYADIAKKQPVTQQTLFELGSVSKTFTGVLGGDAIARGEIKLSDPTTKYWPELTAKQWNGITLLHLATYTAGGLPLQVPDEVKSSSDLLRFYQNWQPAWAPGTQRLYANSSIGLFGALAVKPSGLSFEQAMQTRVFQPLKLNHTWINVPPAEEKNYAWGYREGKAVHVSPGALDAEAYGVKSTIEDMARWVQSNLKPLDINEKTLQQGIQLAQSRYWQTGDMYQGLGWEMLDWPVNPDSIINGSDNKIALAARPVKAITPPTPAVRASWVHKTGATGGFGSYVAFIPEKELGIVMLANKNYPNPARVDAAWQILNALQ
#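 AmpC (5.3 nM in the dispensed reagent) in 20 mM phosphate pH 7.0 with 0.01% (detergent screen) or 0.0001% Triton X-100 was preincubated with compounds for 15 min at room temperature. Nitrocefin was then added from an 800 uM solution, and hydrolysis was followed at 480 nm.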
# AmpC inh no detg: blocks E. coli AmpC beta-lactamase in detergent-free assay | P00811 | AmpC nitrocefin hydrolysis, absorbance 480 nm, 0.0001% Triton | 0.52% of 330,000 active | Potency, µM (highest dose often 57.1 µM), without a hit: top-dose activity change, negative = inhibition, actives largely listed as inhibitors;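 also: potency is read from the fitted curve at half-maximal effect; plate controls were no compound for no effect and no enzyme for full effect; nearly all actives have a fitted effect of over 20% in size; some results filed as inactive show a strong effect at the top dose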
#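 AmpC (5.3 nM in the dispensed reagent) in 20 mM phosphate pH 7.0 with 0.01% (detergent screen) or 0.0001% Triton X-100 was preincubated with compounds for 15 min at room temperature. Nitrocefin was then added from an 800 uM solution, and hydrolysis was followed at 480 nm.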
# LmPK inh: blocks Leishmania mexicana pyruvate kinase activity; Q27686; purified LmPK, Kinase-Glo ATP luminescence, 1 h; Potency, µM (titrated, usually from 57.5 µM), without a hit: at the top dose activity change, negative = inhibition, usual class: inhibitors; 0.37% of 290,000 active; AID 1721; also: potency is read from the fitted curve at half-maximal effect
# Target sequence (Q27686 whole entry, looked up): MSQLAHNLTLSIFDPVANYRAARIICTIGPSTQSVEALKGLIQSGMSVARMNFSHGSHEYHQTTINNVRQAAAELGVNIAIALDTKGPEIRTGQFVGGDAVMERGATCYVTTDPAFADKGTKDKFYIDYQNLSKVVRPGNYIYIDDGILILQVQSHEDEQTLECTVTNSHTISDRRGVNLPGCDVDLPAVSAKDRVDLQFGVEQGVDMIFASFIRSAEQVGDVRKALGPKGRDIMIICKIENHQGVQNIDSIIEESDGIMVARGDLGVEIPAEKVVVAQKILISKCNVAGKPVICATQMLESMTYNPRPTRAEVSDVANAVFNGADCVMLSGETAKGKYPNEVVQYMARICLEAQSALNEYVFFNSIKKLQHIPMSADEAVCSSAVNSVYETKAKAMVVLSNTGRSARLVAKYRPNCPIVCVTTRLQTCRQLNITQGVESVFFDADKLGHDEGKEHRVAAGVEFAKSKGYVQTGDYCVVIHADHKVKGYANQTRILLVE
#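 ATP generated from ADP (0.1 mM) and PEP (0.5 mM) by 0.1 nM LmPK over 1 h at room temperature (pH 7.2 imidazole buffer) was detected by coupled luciferase luminescence. Values were normalized to uninhibited and no-enzyme wells.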
# AMA1-RON2 inh: inhibitors of Plasmodium falciparum AMA1-RON2 interaction. AlphaScreen AMA1-biotinylated RON2 peptide binding. Potency, µM (doses to about 58.2 µM), for inactives: at the highest dose activity change, negative = inhibition, hits mostly inhibitors. 0.2% of 360,000 active;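 also: potency is read from the fitted curve at half-maximal effect; 0% = vehicle wells and -100% = peptide control; nearly all actives have a fitted effect of over 45% in size; some results filed as inactive show a strong effect at the top dose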
#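 AMA1 (3D7) with his tag at 25 nM final met compounds first, then biotinylated RON2 peptide at 25 nM; detection used donor plus acceptor beads, 10 µg/mL apiece, read by AlphaScreen after 30 min at room temperature.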
# HCMV antiviral: human cytomegalovirus inhibition; HFF cells, HCMV-luciferase reporter, 72 h; stronger effect = lower value; activity change, negative = inhibition, % at 57.5 µM; 4.5% of 410,000 active; AID 1259415; in the data active = activity change below about -60%; inconclusive = no clear call, values can overlap the other calls; inactive = above about -39%
#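 Compounds were evaluated in HFFs infected with an HCMV luciferase reporter virus (MOI 1 PFU/cell). Luciferase in lysates collected 72 h post infection served as the replication measure.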
# HCV inh: inhibitors of hepatitis C virus infection; Huh7.5.1 HCVcc-Cre infection, luciferase reporter, 44 h; Potency, µM (doses to about 41.8 µM), without a hit: at the top dose activity change, negative = inhibition, most hits filed as inhibitors; 3.4% of 340,000 active; also: potency is read from the fitted curve at half-maximal effect
#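 Antiviral activity was scored by luciferase reporter output from cells infected with HCVcc-Cre (~0.5 moi) in presence of compound, 44 h infection period, cells seeded 1,000/well 4 h prior.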
# Tb PYK inh: inhibitors of Trypanosoma brucei pyruvate kinase | TbPYK enzyme, Kinase-Glo Plus ATP luminescence, 45 min | 0.12% of 410,000 active | Potency, µM (titrated, usually from 76.8 µM), for the others: at the highest dose activity, negative = inhibition, actives largely listed as inhibitors | Q57TT1; also: potency is read from the fitted curve at half-maximal effect; nearly all actives have a fitted effect of over 50% in size
#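 Screened from lowest to highest concentration, compounds were pinned into TbPYK/substrate mixtures, and ADP (130 uM final) was added. Plates sat at room temperature for 45 min prior to Kinase-Glo Plus detection by luminescence.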
# Active calls of the source: *; ? = inconclusive; . = no result given; & = joins results of further samples; [ ] = another dose, or the depositor's remark. Unless noted, calls follow the shape of the dose curve; as a rule, active = well fitted curve in the direction sought with a large enough effect; inconclusive = small, poorly fitted or top-dose-only effect, or another doubt; inactive = no such curve, though single readings can be large; an effect the other way counts as inactive or inconclusive. Unless noted, % is scaled to controls: 0 for no effect and ±100 for the full control effect.
SMILES,AmpC inh detg,AmpC inh no detg,LmPK inh,AMA1-RON2 inh,HCMV antiviral,HCV inh,Tb PYK inh
CSCCC(NC(=O)c1ccccc1Br)C(=O)N1CCN(C/C=C/c2ccccc2)CC1 (stereo unspecified),.,.,.,-11%,-83*,?,0%
CCc1nc2c(OCc3ccccc3C(=O)OC)cccn2c1N(C)C(=O)CC(C)C,.,.,.,-2%,8,.,0%
O=C(NC1CC1)c1cccc(-c2cncc3nccn23)c1,.,.,.,-20%,28,.,1%
CCCNCC1C(Oc2ccc(Cl)cc2)C(=O)N1c1ccccc1C (stereo unspecified),-10%,3%,0%,3%,-27,-21%,2%
Cc1cccc(-c2nc(SCC(=O)NCc3ccco3)c3c(=O)n(C)c(=O)n(C)c3n2)c1,12%,.,.,.,6,.,4%
O=C(NCCOc1ccccc1F)Nc1ccc(Br)cc1,2%,-19%,18%,-3%,-24,-9%,2%
CCN(CC)S(=O)(=O)c1ccc(C(=O)NNC(=O)C2COc3ccccc3O2)cc1 (stereo unspecified),.,-22%,.,67%[activator],3,3%,1%
Cc1ccc(CCNC(=O)C2CC(=O)N(C3CCCCC3)C2)cc1 (stereo unspecified),-2%,65%[activator],6%,-4%,0,8%,-2%
CCCOc1ccc(Cn2cnc3ccccc32)cc1,-12%,-10%,5%,-6%,?,?,3%
COCc1nc(-c2cc(OC)c(OC)c(OC)c2)no1,-12%,-1%,-2%,9%,66,-28%,-2%
c1ccc(CCc2ccccn2)cc1,.,.,.,-6%,3,21%,-2%
Cc1snc(SCC(=O)N/N=C(\N)COc2ccc(F)cc2)c1C#N,-2%,-16%,7%,84%[activator],-20,14%,-18%

# A section from the list above:
SMILES,AmpC inh detg,AmpC inh no detg,LmPK inh,AMA1-RON2 inh,HCMV antiviral,HCV inh,Tb PYK inh
CSCCC(NC(=O)c1ccccc1Br)C(=O)N1CCN(C/C=C/c2ccccc2)CC1 (stereo unspecified),.,.,.,-11%,-83*,?,0%
CCc1nc2c(OCc3ccccc3C(=O)OC)cccn2c1N(C)C(=O)CC(C)C,.,.,.,-2%,8,.,0%

# Later entries.
SMILES,AmpC inh detg,AmpC inh no detg,LmPK inh,AMA1-RON2 inh,HCMV antiviral,HCV inh,Tb PYK inh
Cc1c(CCO)c(=O)oc2n[nH]c(-c3ccccc3)c12,-3%,-16%,-4%,-7%,-34,12%,1%
COc1ccc(N2C(=O)CC(Sc3ccccc3C(=O)O)C2=O)c([N+](=O)[O-])c1 (stereo unspecified),?,-24%,4%,-3%,22,8%,-9%
Cn1ncc(Oc2ccc([N+](=O)[O-])cc2)c(Cl)c1=O,6%,-26%,-3%,1%,-91*,-8%,2%
COc1cccc(-c2ccc3ncnc(NCc4ccc5c(c4)OCO5)c3c2)c1,-18%,-19%&-5%,.,.,-33,.,1%
COc1cccc(NC(=O)CN(C)C(=O)c2ccccc2OCc2c(C)noc2C)c1,?,-3%,.,13%,15,-8%,-4%
Cn1c(=O)c2sccc2n2c(CCCC(=O)NC3CCN(Cc4ccccc4)CC3)nnc12,2%,-1%,5%,0%,-13,10%,2%
COc1ccc2ccc3ccc(OC)c(OC(C)=O)c3c2c1,.,.,.,13%,-10,?,-5%
COc1ccc(CCNS(=O)(=O)c2ccc3c(c2)CC(C)N3C(=O)C2CC2)cc1OC (stereo unspecified),.,.,.,-6%,-8,.,-7%
CN(C)c1cccc(NC(=O)C2(C)Cc3c(-c4cccnc4)ccnc3O2)c1 (stereo unspecified),.,.,.,-17%,?,.,-3%
CCC(=NNS(=O)(=O)c1ccc(C)cc1)c1ccc(OC)c(C)c1,.,.,.,13%,-19,.,-5%
CCOC(=O)c1ccc(-n2ccnc2)c(NC(=O)c2ccc(C(C)(C)C)cc2)c1,-4%,?,4%,-18%,-19,?,-7%
O=C(O)[C@H](Cc1ccccc1)N1C(=O)c2c(Cl)c(Cl)c(Cl)c(Cl)c2C1=O,?,-49%,1%,0%,?,24%,4%
CCOC(=O)c1c(C)oc(NC(=O)COc2ccc(Cl)cc2C)c1C#N,2%,-25%,13%,-14%,-7,-9%,-16%
CCOc1ccc(N2C(=O)CC(N3CC(C)OC(C)C3)C2=O)cc1 (stereo unspecified),-15%,-14%,-1%,-2%,-8,-3%,-5%
COc1cc(N2CN=c3s/c(=C\c4ccccn4)c(=O)n3C2)cc(OC)c1OC,-4%,-15%,3%,-4%,37,-1%,-5%
O=C(OCCOc1ccccc1)c1cccc(S(=O)(=O)N2CCOCC2)c1,?,-20%,.,5%[11.6 µM],18,1%,1%
CN(C)c1ccc(/C=C/[N+](=O)[O-])cc1,-5%,-7%,-11%,-7%,4,10%,-12%
CCOc1ccccc1N1CCN(S(=O)(=O)c2cccs2)CC1,0%,?,5%,-4%,-14,?,3%
CC(C)c1c(C#N)c(N)nc(SCC(=O)c2cc3ccccc3oc2=O)c1C#N,-21%,-37%,4%,22%,?,?,12%
C=CCNC(=O)Cn1c(=O)c2c(ncn2CCC(C)C)n(Cc2ccccc2)c1=O,3%,30%,-1%,-11%,-18,6%,5%
CCOC(=O)CN(C(=O)CN1CCOCC1)c1ccc(Br)cc1,-8%,-2%,7%,0%,5,17%,1%
COCCn1c(C)cc(C(=O)CSc2cc(C)c3ccccc3n2)c1C,?,24%,3%,?,?,?,4%
COc1ccccc1NC(=O)c1ccc(NC(=O)CSc2nnnn2C)cc1,-13%,-19%,-2%,4%,-22,?,-3%
O=C1c2cccc3c(N4CCCCC4)ccc(c23)C(=O)N1c1cccc(O)c1,-1%,-17%,0%,21%,-84*,?,2%
O=C(N/N=C\c1cc2c(cc1Cl)OCO2)c1cccs1,2%,-38%,-1%,-9%,38,-9%,-12%
C=CCn1c(Br)nc2c1c(=O)n(C)c(=O)n2C,?,-5%,-2%,8%,0,-6%,-2%
Cc1c(N(C)S(=O)(=O)c2cccc(C(=O)NCc3cccnc3)c2)c(=O)n(-c2ccccc2)n1C,.,.,.,-4%,44,.,-4%
CCN(CC)CC(O)c1ccc2ccc3ccc(O)cc3c2c1 (stereo unspecified),.,.,.,-9%,-11,?,3%
CCOc1ccc(NC(=O)Cc2c(O)c3ccccc3[nH]c2=O)cc1,4%,-18%,0%,-12%,-15,24%,0%
Nc1ccn([C@@H]2O[C@H](C(=O)N3CCN(Cc4ccccn4)CC3)[C@@H](O)[C@H]2O)c(=O)n1,.,.,.,46%[activator],6,.,-1%
Cc1ccc(S(=O)(=O)Nc2ccc(-c3ccc4nncn4n3)cc2)cc1,2%,-11%,.,-16%,4,12%,5%
Cc1ccc(-n2ncc(C(=O)Nc3ccc(C)c(F)c3)c2C2CCN(C(=O)OC(C)(C)C)CC2)cc1C,-6%,.,.,.,0,.,-17%[15.4 µM]
CN1CCN(NC(=O)NC2CCCCC2)CC1,?,-11%,4%,-8%,4,5%,-7%
CSc1ccc(/C=C/C(=O)OCC(=O)N(C)CCC#N)cc1,-3%,18%,-1%,-20%,47,7%,1%
CC1Cc2ccccc2N1C(=O)COC(=O)c1ccc(S(=O)(=O)N(C)C)cc1 (stereo unspecified),?,-8%,4%,-1%,-1,35%[activator],1%
Nn1c(SCC(=O)NC2CCCc3ccccc32)nnc1-c1cccs1 (stereo unspecified),-13%,-2%,2%,13%,-9,7%,-5%
O=C(NCCOC(=O)c1ccc(F)cc1)c1ccc(F)cc1,0%,1%,-2%,-6%,10,-9%,5%
C[C@H]1CN(CCc2ccccc2)C(=O)[C@@H]1CC(=O)Nc1ccccc1,.,.,.,-3%,-75*,.,-5%
CCOc1ccc(-n2c(=O)[nH]cc(C(=O)Nc3ccc(OC)c(OC)c3)c2=O)cc1,-2%,48%,-1%,-20%,-36,28%,2%
O=C1CC(N2CCN(C/C=C/c3ccccc3)CC2)C(=O)N1Cc1ccc(N2CCCC2=O)cc1 (stereo unspecified),?,125%[activator],-8%,-12%,-15,?,2%
COC(=O)c1ccc(CN(c2ccc(C(=O)O)c(O)c2)S(=O)(=O)c2ccc(Cl)c([N+](=O)[O-])c2)cc1,-4%,7.9µM*,2%,-4%,7,?,3%
COc1ccc(NC(=O)c2ccc3c(c2)NC(=O)CS3)cc1,-5%,-16%,.,0%,7,?,-3%
Clc1ccc(-c2n[nH]c3c2CCC3)c(Cl)c1,-7%,-22%,1%,9%,32,9%,10%
CCOC(=O)N1CCN(S(=O)(=O)c2ccc(C(=O)Nc3ccc4c(c3)C(=O)NC4=O)cc2)CC1,-3%,-30%,-5%,-1%,-2,4%,13%
O=C(Nc1nnc(C2CC2)s1)c1cccc(S(=O)(=O)N2CC(c3ccccc3)CC2=O)c1 (stereo unspecified),-6%,-14%,21%,31%[activator],11,7%,-9%
CCCNC(=O)c1cc2nc(-c3ccc(Br)cc3)cc(C(F)(F)F)n2n1,-14%,.,.,.,-13,.,0%
COc1ccc(CCNC(=O)C2CC(=O)N(c3ccccc3)C2)cc1OC (stereo unspecified),?,-2%,0%,-4%,2,9%,-2%
CCNC(=S)NNC(=O)c1cc(-c2cccc(OCC)c2)nc2ccccc12,1%,-41%,0%,34%[activator],26,-2%,-2%
Cc1cc(C)c(S(C)(=O)=O)c(Oc2cccc(Cl)c2)n1,1%,?,11%,11%,22,-11%,-2%
CCn1c(=N)n(Cc2ccccc2F)c2ccccc21,-1%,-15%,5%,-10%,-39,-11%,-10%
COC(=O)c1cn[nH]c1NC(=S)Nc1ccc(C)cc1Cl,-10%,-36%,0%,40%[activator],13,?,-1%
N#Cc1ccccc1Cn1c(=O)n(-c2ccc(F)c(Cl)c2)c(=O)c2sccc21,-2%,.,.,.,-24,.,1%
Cc1ccc(NC(=O)Cn2c(=S)[nH]c3ccccc32)cc1,-6%,-25%,-13%,52%[activator],?,-4%,-26%
O=C1C2CCCN2c2ccc(S(=O)(=O)N3CCOCC3)cc2N1Cc1cccc(C(F)(F)F)c1 (stereo unspecified),-10%,-3%,2%,.,.,.,.

# Exported field by field: entries from further up
SMILES: N#Cc1ccccc1Cn1c(=O)n(-c2ccc(F)c(Cl)c2)c(=O)c2sccc21
  AmpC inh detg: -2%
  AmpC inh no detg: .
  LmPK inh: .
  AMA1-RON2 inh: .
  HCMV antiviral: -24
  HCV inh: .
  Tb PYK inh: 1%

SMILES: Cc1ccc(NC(=O)Cn2c(=S)[nH]c3ccccc32)cc1
  AmpC inh detg: -6%
  AmpC inh no detg: -25%
  LmPK inh: -13%
  AMA1-RON2 inh: 52%[activator]
  HCMV antiviral: ?
  HCV inh: -4%
  Tb PYK inh: -26%

SMILES: O=C1C2CCCN2c2ccc(S(=O)(=O)N3CCOCC3)cc2N1Cc1cccc(C(F)(F)F)c1 (stereo unspecified)
  AmpC inh detg: -10%
  AmpC inh no detg: -3%
  LmPK inh: 2%
  AMA1-RON2 inh: .
  HCMV antiviral: .
  HCV inh: .
  Tb PYK inh: .
